# HCV NS3 hel inh: inhibitors of HCV NS3 helicase, primary screen, biochemical, Cy5 molecular beacon fluorescence; NS3 helicase DNA unwinding; inhibition, % at 10.9 µM; 290,000 compounds, 0.56% hits;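 active means inhibition above the mean of all tested compounds plus 3 SD, set per campaign, cut at about 35% in these data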;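 further: 0% = DMSO wells and 100% = thioflavine S control wells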
#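 System: Hepatitis C virus NS3 helicase domain fragment enzyme | Reagent: Annealed dual-labelled DNA beacon duplex, ATP-started | Compound dosing: 10.9 µM single point, 0.8% DMSO | Incubation: 1 h reaction at 25 °C, ATP-initiated | Technique: Cy5 fluorescence | Evaluation: Percent inhibition from t60/t0 fluorescence ratio | Benchmarks: Low DMSO, high thioflavine S at 110 µM | Replication: Singlicate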
# p-CIP stab down: p/CIP-EGFP fusion destabilizers, primary screen, fluorescence, F442A cells; Q05BA5; 16 h; decrease of EGFP signal, % at 10 µM; 290,000 compounds, 0.01% hits;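 active means EGFP signal decrease of at least 30% at 10 µM or well 3 SD below plate mean, unless failing retest; inactive means the rest, including hits failing retest or dose response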; further: some compounds called inactive have numbers as strong as hits; many of its hits are not listed in these tables
# CRFBP-R2 block: antagonists of CRF-BP/CRF-R2 complex, primary screen, cell-based, HEK293, calcium dye fluorescence, uHTS. CRF-induced calcium fluorescence. inhibition, % at 11.8 µM. 350,000 compounds, 0.59% hits. AID 588475, 2011;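 active means inhibition of the ligand-induced calcium signal above about 50% at the single tested concentration, limit read from the data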
# UBC9 SUMO inh: inhibitors of in vitro SUMOylation cascade, primary screen, biochemical, HTRF, uHTS. SUMO-conjugating enzyme UBC9 (Homo sapiens), P63279. HTRF SUMOylation assay, SAE1/SAE2 + UBC9. inhibition, % at 35 µM. 290,000 compounds, 0.36% hits. AID 2006, 2009; in the data active means inhibition above about 50%, passing the limit was not always enough; further: strong numbers were not always called active
# VIM-2 inh: VIM-2 metallo-beta-lactamase inhibitors, primary screen, biochemical, epi-absorbance readout, Pseudomonas aeruginosa enzyme; purified VIM-2, nitrocefin hydrolysis, epi-absorbance fluorescence; inhibition, % at 5.6 µM; 290,000 compounds, 0.89% hits; AID 1527, 2009;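 active means inhibition above the mean of all tested compounds plus 3 SD, cutoff set per screening run, cut at about 7.5% in these data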;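 further: red hydrolysis product quenches plate fluorescence so inhibitors raise well fluorescence; 0% = enzyme with DMSO and 100% = DMSO without enzyme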
# IDE cell inh: human IDE inhibitors in live cells, primary screen, fluorescence polarization, HEK cells, FAbetaB substrate | inhibition, % at 5.59 µM | Insulin-degrading enzyme (Homo sapiens), P14735 | FAbetaB cleavage | 320,000 compounds, 0.41% hits | AID 434962, 2010;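 active means percent inhibition above the average of all tested compounds plus 3 SD, set per screening campaign, cut at about 16% in these data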;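 further: IDE supplied by intact live HEK cells; FP after avidin binding of uncleaved biotin substrate so inhibition keeps polarization high; 0% = DMSO wells and 100% = 60 µM reference IDE inhibitor Ii1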
# Target sequence (P14735 whole entry, looked up): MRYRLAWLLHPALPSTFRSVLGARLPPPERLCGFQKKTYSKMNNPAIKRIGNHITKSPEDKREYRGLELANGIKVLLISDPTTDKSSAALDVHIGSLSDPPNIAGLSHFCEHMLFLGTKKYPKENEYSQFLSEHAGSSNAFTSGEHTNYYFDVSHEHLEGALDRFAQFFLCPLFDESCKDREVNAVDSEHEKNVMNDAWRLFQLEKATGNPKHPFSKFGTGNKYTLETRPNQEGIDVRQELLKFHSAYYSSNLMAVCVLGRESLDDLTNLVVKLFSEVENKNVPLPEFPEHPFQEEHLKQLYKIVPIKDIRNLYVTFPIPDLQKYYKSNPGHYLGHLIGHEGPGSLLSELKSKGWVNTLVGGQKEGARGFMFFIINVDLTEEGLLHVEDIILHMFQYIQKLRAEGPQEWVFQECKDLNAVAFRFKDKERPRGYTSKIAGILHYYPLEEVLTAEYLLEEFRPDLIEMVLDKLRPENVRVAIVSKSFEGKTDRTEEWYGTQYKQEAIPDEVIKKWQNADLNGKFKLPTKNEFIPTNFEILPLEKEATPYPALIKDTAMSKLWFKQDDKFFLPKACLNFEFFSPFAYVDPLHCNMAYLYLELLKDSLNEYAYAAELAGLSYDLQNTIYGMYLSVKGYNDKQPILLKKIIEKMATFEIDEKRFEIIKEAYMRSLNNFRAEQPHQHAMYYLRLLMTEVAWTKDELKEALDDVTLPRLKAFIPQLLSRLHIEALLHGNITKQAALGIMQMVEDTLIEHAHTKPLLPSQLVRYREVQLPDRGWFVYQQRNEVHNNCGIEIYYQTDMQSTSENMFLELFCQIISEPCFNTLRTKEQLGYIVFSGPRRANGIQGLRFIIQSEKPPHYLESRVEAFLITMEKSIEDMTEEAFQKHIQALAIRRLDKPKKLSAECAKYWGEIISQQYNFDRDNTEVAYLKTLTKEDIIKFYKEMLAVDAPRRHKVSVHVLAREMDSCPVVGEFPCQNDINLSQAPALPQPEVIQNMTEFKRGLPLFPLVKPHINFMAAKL
# GalR3 antag: GalR3 antagonists in HEK293 cells, primary screen, cell-based, fluorescence readout. HEK293 GalR3-CNG cAMP membrane potential fluorescence; galR3 body fused to GalR1 C-terminus. inhibition, % at 3 µM. 360,000 compounds, 0.44% hits;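 active means inhibition above the screen-wide average plus 3 SD, cut at about 13% in these data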;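 further: forskolin and galanin both at EC90 stimulate the cells; cAMP rise reported by CNG channel membrane potential dye signal; 0% = forskolin plus galanin with DMSO and 100% = forskolin alone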
# IDE act: human IDE activators in live cells, primary screen, fluorescence polarization, HEK cells, FAbeta-B substrate; activation, % at 5.96 µM; Insulin-degrading enzyme (Homo sapiens), P14735; 340,000 compounds, 0.073% hits; FAbeta-B cleavage; 0% vehicle, 100% cell-free pure enzyme wells;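 active means activation above the mean of all tested compounds plus 3 SD, set per screening campaign, cut at about 17% in these data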
# IMP-1 inh: IMP-1 metallo-beta-lactamase inhibitors, primary screen, biochemical, epi-absorbance readout, Pseudomonas aeruginosa enzyme; metallo-beta-lactamase IMP-1 (Pseudomonas aeruginosa); purified IMP-1, nitrocefin hydrolysis, epi-absorbance fluorescence; inhibition, % at 5.6 µM; 290,000 compounds, 0.45% hits;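 active means inhibition above the mean plus 3 SD of all compounds in the same screening run, cut at about 4.5% in these data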;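 further: 0% = IMP-1 with DMSO and 100% = DMSO wells lacking enzyme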
#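 assay system = purified recombinant IMP-1 metallo-beta-lactamase enzyme | schedule = 15 min preincubation plus 25 min reaction at 25 °C | signal = Epi-absorbance fluorescence, 480 nm excitation, 530 nm emission | read-out basis = percent inhibition from optical density relative to buffer-blank wells | controls = IMP-1 with DMSO as 0%, enzyme-free DMSO as 100%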
# * marks the source's active call; other numbers are inactive results; nt = not tested or not shown.
# Start of the listing, in advance (two entries):
# The line under a structure holds: HCV NS3 hel inh	p-CIP stab down	CRFBP-R2 block	UBC9 SUMO inh	VIM-2 inh	IDE cell inh	GalR3 antag	IDE act	IMP-1 inh
- CNC(=O)CN(C)S(=O)(=O)c1ccc(F)cc1
    -2.9	-9.3	0.5	-3.1	0.1	6.9	-2.5	4.7	-1.4
- COc1ccc(N2CC(C)Cn3c2nc2c3c(=O)n(Cc3ccccc3F)c(=O)n2C)c(OC)c1 (centres undefined)
    -7.8	-6.2	5.9	-9.6	-0.8	-6.9	-2.9	-1.1	-1.8

# All compounds of this part, from the first entry:
# The line under a structure holds: HCV NS3 hel inh	p-CIP stab down	CRFBP-R2 block	UBC9 SUMO inh	VIM-2 inh	IDE cell inh	GalR3 antag	IDE act	IMP-1 inh
- CNC(=O)CN(C)S(=O)(=O)c1ccc(F)cc1
    -2.9	-9.3	0.5	-3.1	0.1	6.9	-2.5	4.7	-1.4
- COc1ccc(N2CC(C)Cn3c2nc2c3c(=O)n(Cc3ccccc3F)c(=O)n2C)c(OC)c1 (centres undefined)
    -7.8	-6.2	5.9	-9.6	-0.8	-6.9	-2.9	-1.1	-1.8
- Cc1ccc(CC(=O)Nc2ccc(C(=O)N3CCCCC3)cc2)cc1
    -0.7	2.9	11.1	11.0	-1.7	1.6	-3.6	2.3	-1.1
- Cc1noc(NS(=O)(=O)c2ccc(NC(=O)CS(=O)(=O)c3ccccc3)cc2)c1C
    -0.3	-6.4	59.7*	15.5	-1.0	-8.7	-1.7	-0.2	-2.2
- C=CCNc1oc(-c2ccco2)nc1S(=O)(=O)c1ccccc1
    10.2	-16.7	2.7	8.9	-2.8	-6.7	-7.8	-1.3	-2.3
- CCC(Sc1nc(C)cc(C)n1)C(=O)Nc1ccc(S(N)(=O)=O)cc1 (centres undefined)
    14.8	-11.9	5.7	2.3	-2.5	-1.9	-5.8	5.7	-2.9
- CCCCN1CC[C@H]2C=CC[C@@H](C(=O)Nc3ccccc3)[C@H]2C1=O
    nt	nt	-2.3	nt	nt	2.9	-6.6	-1.5	nt
- Cc1ccc(C2c3c(oc4ccccc4c3=O)C(=O)N2c2nnc(C(C)C)s2)o1 (centres undefined)
    9.7	-10.9	-12.2	5.3	-1.1	-1.4	-2.1	-5.3	-0.2
- Cc1cc(C(F)(F)F)nn1CC(=O)N1CCCC1
    -0.3	-5.7	0.2	11.5	-3.5	-0.4	-1.5	-1.7	-2.6
- CCOc1cc(C(=O)N(CC)CC(=O)Nc2ccc3c(c2)OCCO3)ccc1OC
    nt	nt	0.0	nt	nt	1.1	-3.2	4.3	nt
- CCOC(=O)C1CCN(Cc2ccc(-c3ccccc3)cc2)CC1
    -0.9	-1.5	-7.5	14.8	-2.0	nt	-13.7	3.6	2.1
- O=C(NNC(=O)c1cc2cc3ccccc3nc2s1)c1ccc(F)cc1
    7.6	-6.4	-24.1	21.3	0.0	6.1	-0.3	3.8	1.7
- O=C(CN1CCCCC1)N/N=C/c1ccc(Cl)cc1
    6.8	4.2	9.2	-0.7	-2.2	1.7	-6.8	0.5	-5.5
- CCOC(=O)N1CCC(Nc2nc3ccccc3nc2NS(=O)(=O)c2ccc(Cl)cc2)CC1
    4.5	-13.0	17.2	9.4	0.5	-2.5	3.4	-5.0	-3.6
- O=c1cc(NCCc2ccccc2)c2ccccc2o1
    -5.0	3.3	-0.6	9.7	-3.3	-1.3	4.3	3.0	-3.1
- CCCOc1ccc(CNC(=O)Cn2ncc3ccccc32)cc1
    19.8	-3.7	15.9	-2.2	-1.6	-1.0	-8.9	0.1	-3.5
- CCCCC(NC(=O)c1ccc(Cl)cc1)C(=O)O (centres undefined)
    6.2	0.7	-4.6	-0.3	-0.9	-0.2	-3.0	0.8	-4.6
- C=CCn1c(SCc2ccc(C#N)cc2)nnc1-c1cccc(OC)c1
    6.2	2.7	13.1	16.3	-0.3	12.9	-2.3	4.1	-2.9
- CCOP(=O)(OCC)c1nc(-c2cccc3ccccc23)oc1N1CCCCC1
    -2.1	8.4	-26.2	24.8	-2.4	-2.2	-4.5	0.5	-2.2
- O=C(COC(=O)c1ccccc1C(=O)N1CCN(c2ccc(F)cc2)CC1)NCc1ccccc1
    -7.4	-16.4	-11.0	-3.0	-3.1	3.0	-3.6	4.8	-2.6
- COc1cccc(NC(=O)CN(C)C(=O)c2ccc(NC3CC3)c([N+](=O)[O-])c2)c1
    nt	nt	-19.2	nt	nt	-0.9	-1.3	1.9	nt
- Cc1ccc(C)c(OCCC(=O)OCC(=O)Nc2cc(S(=O)(=O)N3CCCCC3)ccc2C)c1
    nt	nt	11.2	nt	nt	-0.2	-6.1	5.7	nt
- COc1ccccc1C(=O)N1CCN(Cc2nc(CC3CC3)no2)CC1
    6.7	1.8	-15.5	16.7	-2.1	12.0	0.3	-0.4	-2.6
- COC(=O)c1ccc(NC(=O)c2ccc3nc(C)sc3c2)cc1
    19.7	-0.2	-2.3	13.9	-2.3	10.3	-2.3	-4.7	-3.2
- Cn1c(=O)c(=O)n(C)c2cc(S(=O)(=O)N3CCc4ccccc43)ccc21
    -2.2	10.3	18.6	4.5	-0.9	-3.4	-5.8	3.0	-3.5
- Brc1ccc(OCCN2CCOCC2)cc1
    0.7	-3.4	9.7	91.9	-2.2	4.2	-8.6	0.6	-2.5
- CC(=O)Oc1c(I)cc(I)cc1C(=O)Nc1ccc(Cl)cc1
    9.8	-44.7	-8.4	7.5	-2.4	0.1	-5.5	2.5	-3.3
- CCOC(=O)NC(=O)c1cn(Nc2ccccc2C(F)(F)F)c(=O)[nH]c1=O
    1.6	-3.6	4.7	0.0	-1.0	8.6	-3.5	-2.5	-2.8
- CN(CCC#N)S(=O)(=O)c1cc2c3c(c1)CCN3C(=O)CC2
    8.9	-5.0	6.1	7.8	0.2	-2.4	-5.0	-0.5	-0.3
- CC1CCN(C(=O)CSc2nnc(Cc3cccn3C)n2CCc2ccccc2)CC1
    5.8	-8.4	13.0	10.2	-1.6	-0.5	0.3	-4.4	-2.4
- CCOC(=O)c1cc(C)sc1/N=C/C1=C(O)CCCC1=O
    11.3	4.3	-16.0	-6.9	-0.9	7.3	-8.5	-3.4	-1.9
- CCC/C(C#Cc1cc(OC)cc(OC)c1)=C1/c2ccccc2C(=O)N1c1ccccc1
    nt	nt	6.7	nt	nt	6.5	-5.0	1.1	nt
- Cc1ccnc(SCCn2c(N3CCCCC3)nc3c2c(=O)n(C)c(=O)n3C)n1
    3.9	-4.7	0.3	30.0	-1.2	-1.4	nt	-3.7	-2.6
- NC(=O)NC(=O)C(Nc1ccc2c(c1)CCC2)c1ccccc1 (centres undefined)
    -1.4	-13.8	25.3	1.2	-2.9	0.8	-9.9	6.3	-4.0
- C=CC[C@H](CC(=O)N(CCO)Cc1ccccc1)C(=O)N[C@H](COC(=O)[C@H](CC=C)CC(=O)OC(C)(C)C)Cc1c[nH]c2ccccc12
    nt	nt	5.0	nt	nt	-3.0	-5.8	6.9	nt
- O=C(CSc1cn(CCNC(=O)c2ccccc2)c2ccccc12)NCc1ccco1
    -1.1	-16.2	13.8	-1.5	-2.4	7.3	nt	7.7	-0.7
- COc1cccc(C(=O)NCCS(=O)(=O)NC(C)CCc2ccccc2)c1 (centres undefined)
    nt	nt	-5.6	nt	nt	7.2	-2.8	-0.9	nt
- Clc1ccc(NC2=NCCCCC2)cc1
    2.1	-20.6	33.4	-3.7	-3.1	-2.5	-3.0	2.5	-2.2
- COc1ccccc1C(=O)NNc1ncc(C)s1
    1.3	-6.8	-8.5	1.3	-2.4	1.3	-9.4	1.7	-4.7
- CC(=O)C1=C(C)Nc2ncnn2C1c1ccc(C)cc1 (centres undefined)
    -16.5	-12.3	16.9	16.9	-2.1	4.9	-6.1	0.0	-3.5
- N#C/C(=C/c1cn(-c2ccccc2)nc1-c1cccc(OCc2ccccc2)c1)C(=O)NCCCn1ccnc1
    -74.2	4.3	-31.0	-13.1	-3.5	1.4	2.6	11.0	-2.7
- Cc1cc(N2C(=O)C(O)=C(C(=O)c3cccs3)C2c2ccccc2)no1 (centres undefined)
    3.1	1.6	29.2	-21.5	0.4	1.6	-3.2	7.0	-1.4
- O=C(CC1C(=O)OCC2CCCCN21)Nc1ccccc1C(F)(F)F (centres undefined)
    -9.2	3.6	-0.7	0.3	-2.1	-4.6	-1.2	-7.0	-1.8
- COc1cc(CN2CCNC(=O)C2CC(=O)N(C)CCC2CCOCC2)cc(OC)c1 (centres undefined)
    -5.5	-8.5	-8.4	-0.5	-3.6	-0.5	-9.8	3.1	-1.2
- CCCn1nc(C(=O)OCC(=O)NC(C)c2ccccc2)c2ccccc2c1=O (centres undefined)
    -5.7	7.7	9.8	-0.3	-1.3	-0.1	-3.0	-1.6	-2.0
- CCCN1C2CCCC1CC(NC(=O)c1cccc([N+](=O)[O-])c1)C2 (centres undefined)
    9.6	1.0	2.4	21.3	-4.3	2.0	-14.3	1.6	-2.4
- COc1ccc(-c2csc(NC(=O)c3nc(-c4ccccc4)oc3C)n2)cc1
    -2.4	-5.2	-40.5	12.9	0.8	6.0	-2.0	-0.4	-1.5
- COc1c([N+](=O)[O-])c(=O)n(-c2ccccc2)c2ccccc12
    2.3	-18.3	25.4	-3.2	2.7	3.2	2.2	5.2	0.9
- Cc1nc(S/C(=C/c2ccc(OCc3ccc(C(=O)O)cc3)cc2)C(=O)O)n[nH]1
    10.6	3.6	3.4	58.4*	4.6	-0.4	-5.6	9.6	-1.1
- COc1ccc(S(=O)(=O)N2CCC(C)CC2)cc1Br
    -12.7	-7.3	1.3	-5.3	0.3	3.8	1.4	1.6	-8.2
- CCCC(=O)Nc1ccc(C(=O)NNC(=O)c2cccc([N+](=O)[O-])c2)cc1
    5.9	-18.8	2.7	14.5	0.9	2.6	-5.8	nt	0.1
- Cc1ccccc1CNC(=O)CC1C(=O)NCCN1CC1CCCCC1 (centres undefined)
    -6.5	7.7	-1.3	4.6	-2.6	7.3	-6.1	6.6	-2.1
- CC1CN(c2nc(-c3ccccc3)nc3ccccc23)CC(C)O1 (centres undefined)
    -6.4	9.5	-45.6	-1.0	-1.2	4.2	-4.2	-1.4	-1.3
- O=C(NCCN1CCOCC1)c1ccc2c(c1)N(Cc1ccc(Cl)cc1)CCS2
    -62.6	11.1	-1.4	27.7	-0.7	-2.2	-5.5	0.2	-1.6

# Screens (PubChem BioAssay)
